DRD3 agonist: agonists of human D3 dopamine receptor. D3R DiscoveRx beta-arrestin cells, luminescence, 90 min. max activation, %. 0.58% of 410,000 active. P35462; in the data active = max activation above about 30%; also: 0% is about no effect; mostly tested at two doses, the higher about 12 µM
Target sequence (P35462 whole entry, looked up): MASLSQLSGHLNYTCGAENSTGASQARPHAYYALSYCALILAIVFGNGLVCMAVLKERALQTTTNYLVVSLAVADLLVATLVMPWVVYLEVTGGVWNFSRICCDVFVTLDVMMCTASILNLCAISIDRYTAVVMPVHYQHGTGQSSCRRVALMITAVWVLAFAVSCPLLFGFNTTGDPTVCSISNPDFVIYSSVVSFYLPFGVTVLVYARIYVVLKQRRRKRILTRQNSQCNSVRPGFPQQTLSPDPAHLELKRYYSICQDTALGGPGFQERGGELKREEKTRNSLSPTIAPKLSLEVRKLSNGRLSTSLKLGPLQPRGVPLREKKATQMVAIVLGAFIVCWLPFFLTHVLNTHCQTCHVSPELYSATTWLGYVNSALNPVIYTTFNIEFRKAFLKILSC
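Agonist-mode cell screen: cells plated at 1500/well and incubated overnight at 37 °C, then exposed to library compounds for 90 min at 37 °C. Detection reagent was added for 30–60 min at room temperature, and luminescence was read.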
HT1080-NT tox: kills 2HG-producing HT-1080-NT fibrosarcoma cells. HT-1080-NT fibrosarcoma viability, CellTiter-Glo ATP luminescence, 48 h. 1.6% of 360,000 active. AID 686970. Potency, µM (top dose mostly 46.1 µM), without a hit: at the highest dose activity, negative = less viability, hits mostly cytotoxic;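 also: NT is the 2HG producing partner of a matched IDH1 knockdown line; potency is read from the fitted curve at half-maximal effect; 0% = DMSO-treated cells and -100% = media-only wells without cells; nearly all actives have a fitted effect of over 55% in size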
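Compounds were tested in concentration-response format on HT-1080-NT cells for 48 hours at 37 degrees C. Cell viability came from CellTiter-Glo luminescence; curves were classified by r2, response magnitude and activity.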
HT1080 IDH1KD tx: kills HT-1080 cells with IDH1 knockdown; HT-1080 IDH1 knockdown viability, ATP luminescence, 48 h; Potency, µM (titrated, usually from 46.1 µM), for the others: top-dose activity, negative = toxicity, actives largely listed as cytotoxic; 2% of 360,000 active; AID 686971;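 also: potency is read from the fitted curve at half-maximal effect; 0% = DMSO wells and -100% = cell-free medium wells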
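In this qHTS, HT-1080 cells depleted of IDH1 are exposed for 48 h at 37 °C to compound titrations. Toxicity is scored from CellTiter-Glo luminescence, with DMSO as full viability and medium alone as none.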
DRD3 antagonist: antagonists of human D3 dopamine receptor; P35462; D3R cells, DiscoveRx beta-arrestin luminescence, antagonist mode; hits give low values; 2.5% of 360,000 active; max response, negative = inhibition, %; in the data active = max response below about -50%; inconclusive = no clear call, values can overlap the other calls; also: % is scaled to controls: 0 for no effect and ±100 for the full control effect; mostly tested at two doses, the higher about 12 µM
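Cells plated overnight at 1500 cells/well, then exposed to library compounds with dopamine controls for 90 minutes at 37 degrees C. DiscoveRx reagent added for 30–60 minutes at room temperature; luminescence read, quantitative HTS format.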
SW480 rerep: inducers of DNA re-replication in SW480 colon cancer cells. Potency, µM (series often up to 46.1 µM), for inactives: at the highest dose re-replication activation, actives largely listed as activators. 1.8% of 340,000 active. SW480 DNA re-replication, Hoechst DNA content imaging, 48 h; also: potency is read from the fitted curve at half-maximal effect; % of control where 0% means no effect; nearly all actives have a fitted effect of over 55% in size
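SW480 cells exposed to compounds for 48 hr at 37 C, 5% CO2, then Hoechst-stained 40 min. Nuclear DNA content imaged by fluorescence scanning (405 nm excitation, 500-530 nm emission); re-replication scored as increased high-intensity nuclei.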
GLP1R ag: GLP-1 receptor (human) agonism; P43220; HEK293 GLP-1R CRE-luciferase, luminescence, 4-6 h; cells express a hypersensitive GLP-1R form; Potency, µM (titrated, usually from 45.6 µM), without a hit: at the top dose activation, hits mostly activators; 0.007% of 380,000 active; AID 624172; also: potency is read from the fitted curve at half-maximal effect; % of control where 0% means no effect
Target sequence (P43220 whole entry, looked up): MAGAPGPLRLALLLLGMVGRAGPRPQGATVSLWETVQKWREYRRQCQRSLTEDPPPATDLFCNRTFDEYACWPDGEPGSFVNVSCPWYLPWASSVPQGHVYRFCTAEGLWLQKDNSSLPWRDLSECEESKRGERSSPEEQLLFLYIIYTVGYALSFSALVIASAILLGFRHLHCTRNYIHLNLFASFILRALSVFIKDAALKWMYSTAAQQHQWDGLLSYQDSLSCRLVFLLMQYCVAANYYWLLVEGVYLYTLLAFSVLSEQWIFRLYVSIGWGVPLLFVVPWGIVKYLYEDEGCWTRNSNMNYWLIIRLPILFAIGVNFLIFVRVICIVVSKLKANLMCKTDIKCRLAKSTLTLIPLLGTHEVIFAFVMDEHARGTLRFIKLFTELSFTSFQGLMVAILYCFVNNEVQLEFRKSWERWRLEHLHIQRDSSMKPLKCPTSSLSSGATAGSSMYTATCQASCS
KB-3-1 tox: kills parental KB-3-1 adenocarcinoma cells. KB-3-1 viability, CellTiter-Glo ATP luminescence, 72 h. Potency, µM (doses to about 46.1 µM), for the others: at the top dose activity change, negative = cytotoxic, usual class: cytotoxic. 1.4% of 400,000 active; also: potency is read from the fitted curve at half-maximal effect; % is scaled to controls: 0 for no effect and ±100 for the full control effect; nearly all actives have a fitted effect of over 60% in size
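KB-3-1 cells, DMEM (no phenol red) + 10% FBS; compound by pin transfer, 72 h, 37 °C. Readout: CellTiter-Glo luminescence after 10 min. Data normalized, curve-fitted.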
IL1B secr inh: blocks inflammasome-driven IL-1 beta release; THP-1 LPS/ATP IL-1B secretion, AlphaLISA, 16 h; hits give low values; activity change, % at 57.5 µM; 4.7% of 360,000 active; AID 743279; in the data active = activity change below about -50%; inconclusive = mostly about -30% to -49%; also: % is scaled to controls: 0 for no effect and ±100 for the full control effect
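Secreted IL-1B measured by AlphaLISA bead assay after 16 h compound exposure of THP-1 cells; compounds (final up to 57.5 uM) added 1 h before LPS (250 ng/mL) and ATP (1.25 mM) stimulation; lower signal means less secretion.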
KB-V1 MDR tox: KB-V1 MDR subline cytotoxicity; KB-V1 MDR cells viability, CellTiter-Glo, 72 h; Potency, µM (series often up to 46.1 µM), for the others: top-dose activity change, negative = cytotoxicity, usual class: cytotoxic; 3.4% of 400,000 active; AID 1347076; also: potency is read from the fitted curve at half-maximal effect; % is scaled to controls: 0 for no effect and ±100 for the full control effect; nearly all actives have a fitted effect of over 60% in size
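Drug-selected KB-V1 cells, grown in DMEM lacking phenol red with 10% FBS, receive compound titrations; after three days at 37 degrees C, surviving cell ATP is quantified by CellTiter-Glo luminescence and responses normalized and curve-fitted.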
* marks the source's active call; other numbers are inactive results; ? = inconclusive; . = no result given; & = joins results of further samples; [ ] = dose if it differs, or a comment. Unless noted, calls follow the shape of the dose curve; as a rule, active = well fitted curve in the direction sought with a large enough effect; inconclusive = small, poorly fitted or top-dose-only effect, or another doubt; inactive = no such curve, though single readings can be large; an effect the other way counts as inactive or inconclusive.

1	Cc1ccc(OCC(=O)Nc2ccc(S(=O)(=O)N3CCN(C)CC3)cc2)cc1
2	CC[C@]12c3[nH]c4ccc(Cl)cc4c3CCN1C(=O)[C@@H](CC(=O)NCCCN(C)C)C[C@@H]2C(=O)N1CCN(C(=O)c2ccco2)CC1
3	CCN(CC)CCNC(=O)c1cc2c(=O)[nH]c3ccc(C)cc3c2s1
4	O=c1cc(N2CCc3ccccc32)[nH]c(=O)n1Cc1ccc(F)cc1
5	Cn1cc(-c2ccccc2C(N)=O)c(=O)c2cc(Cl)ccc21
6	O=C(CN1CCN(C(=O)C2CCCO2)CC1)Nc1ccc(Cl)cc1 (stereo not drawn)
7	Cc1cccc(S(=O)(=O)N(CC(=O)Nc2ccccc2C)Cc2ccco2)c1
8	Cc1nc(CN2CCN(C(=O)CCc3nnc(Cc4c[nH]c5ccccc45)o3)CC2)cs1
assay / entry	1	2	3	4	5	6	7	8
IL1B secr inh	-18	24	.	10	24	-6	-9	22
HT1080-NT tox	-8%	-3%	.	0%	5%	4%	4%	7%
DRD3 agonist	1	-4	-11	-17	3	-2	-2	0
KB-V1 MDR tox	-2%	-15%	?	-1%	-2%	11%	-7%	4%
SW480 rerep	3%	-33%[inhibitor]	.	-1%	-3%	-6%	3%	0%
GLP1R ag	-3%	-3%	1%	1%	1%	-5%	0%	4%
HT1080 IDH1KD tx	-1%	-2%	.	-18%	5%	-18%	3%	8%
DRD3 antagonist	-2	12	.	-10	12	-8	5	13
KB-3-1 tox	11%	0%	-1%	-3%	2%	-17%	9%	-9%

9	O=C(O)CNC(=O)/C(=C/c1ccco1)NC(=O)/C=C/c1ccccc1
10	Cc1ccsc1/C=N\NC(=O)c1n[nH]c2c1CCC2
11	C=CCc1cccc(/C=N/NC(=O)CCC(=O)Nc2ccc(C)cc2)c1O
12	C=CCN1C2=NCCCN2c2ccccc21
13	CC(C)CCNc1c(-c2cccs2)nc2ccccn12
14	COc1cccc(Cn2c(Oc3cccc(C)c3)nc3c2c(=O)n(C)c(=O)n3C)c1
15	O=C(O)C1CSC(CCc2ccccc2)N1 (stereo not drawn)
16	CCCCNc1c(C(=O)OCC)c(C)nc2c1cnn2CC
assay / entry	9	10	11	12	13	14	15	16
IL1B secr inh	16	9	60	24	-3	-16	8	1
HT1080-NT tox	0%	6.5µM*	-30%	3%	-8%	?	10%	-10%
DRD3 agonist	2	-9	-9	-2	4	7	3	-18&-7
KB-V1 MDR tox	3%	4.6µM*	0%	3%	-5%	?	?	?
SW480 rerep	?	13µM*	?	-35%[inhibitor]	?	-1%	-4%	-109%&2%
GLP1R ag	-9%	-21%	-5%	0%	-1%	12%	-9%	6%&25%
HT1080 IDH1KD tx	8%	7.3µM*	?	6%	2%	?	7%	-20%
DRD3 antagonist	10	-4	-11	-2	15	77	-5	0
KB-3-1 tox	21%	3.3µM*	0%	-2%	-16%	2%	3%	0%

Rewritten with each value named: entries from further up.
#5 Cn1cc(-c2ccccc2C(N)=O)c(=O)c2cc(Cl)ccc21
  IL1B secr inh: 24
  HT1080-NT tox: 5%
  DRD3 agonist: 3
  KB-V1 MDR tox: -2%
  SW480 rerep: -3%
  GLP1R ag: 1%
  HT1080 IDH1KD tx: 5%
  DRD3 antagonist: 12
  KB-3-1 tox: 2%
#2 CC[C@]12c3[nH]c4ccc(Cl)cc4c3CCN1C(=O)[C@@H](CC(=O)NCCCN(C)C)C[C@@H]2C(=O)N1CCN(C(=O)c2ccco2)CC1
  IL1B secr inh: 24
  HT1080-NT tox: -3%
  DRD3 agonist: -4
  KB-V1 MDR tox: -15%
  SW480 rerep: -33%[inhibitor]
  GLP1R ag: -3%
  HT1080 IDH1KD tx: -2%
  DRD3 antagonist: 12
  KB-3-1 tox: 0%

Following part:
17	O=C(Nc1nc2ccc(Oc3ccccc3)cc2s1)c1cc([N+](=O)[O-])ccc1N1CCOCC1
18	C=CCN(Cc1cccs1)C(=O)CN1CCN(S(=O)(=O)c2ccc3c(c2)OCCCO3)CC1
19	COc1ccc(-c2noc(CCC(=O)NCCCN3CCN(c4ccccc4F)CC3)n2)cc1
20	O=C(NC(=S)Nc1ccc(N2CCOCC2)cc1)c1ccc(Cl)cc1
21	CNC(=S)N1CCN(c2ccccn2)CC1
22	CC(C)(C)NC(=O)c1cc(C(C)(C)C)c(O)c(C(C)(C)C)c1
23	CC(=O)C1=CCC(c2ccc(F)cc2)N(S(=O)(=O)c2ccc(C)cc2)C1 (stereo not drawn)
24	O=C(NCCCN1CCOCC1)c1onc(CSc2ccc(F)c(F)c2)c1C(=O)NCCCN1CCOCC1
assay / entry	17	18	19	20	21	22	23	24
IL1B secr inh	-18	-20	-23	15	-4	-1	-11&-2	-24
HT1080-NT tox	2%	-13%	-1%	13%	14%	2%	7%&-1%	-8%
DRD3 agonist	-7	-5	-13	5	10	-4	5&-6	-18
KB-V1 MDR tox	-23%	13%	0%	-1%	0%	-5%	-3%&-3%	-20%
SW480 rerep	9%	?	-8%	1%	-6%	-2%	.	-2%
GLP1R ag	2%	-5%	11%	0%	1%	-4%	16%&10%	0%
HT1080 IDH1KD tx	0%	-7%	-9%	8%	12%	1%	7%&0%	-3%
DRD3 antagonist	-21	3	-95*	-20	14	2	64&-14	?
KB-3-1 tox	15%	0%	-2%	1%	4%	9%	0%&-2%	1%

25	CCOC(=O)COc1cccc2c(=O)n(CC(=O)N3CCCc4ccccc43)ccc12
26	Cc1nc2cc3c(cc2c(C)c1C(=O)OC(C)C)OCO3
27	CCOC(=O)CNC(=O)Nc1ccccc1C(=O)OC
28	CC(C)(C)c1ccc(CC(=O)N2CCC2(C)C(=O)NS(=O)(=O)c2ccc(Cl)s2)cc1 (stereo not drawn)
29	Cc1ccc(CS(=O)(=O)Cc2ccc(C(=O)NC3CC3)o2)cc1
30	CC(NC(=O)c1cccs1)c1ccc(Br)cc1 (stereo not drawn)
31	CCN(C(=O)COC(=O)c1cnccn1)c1cccc2ccccc12
32	O=C(NCc1ccc(Cl)cc1)N1CCN(C(=O)c2ccccc2)CC1
assay / entry	25	26	27	28	29	30	31	32
IL1B secr inh	-22	32	-10	0	23	0	8	-16
HT1080-NT tox	-13%	-3%	10%	0%	?	-14%	?	9%
DRD3 agonist	-10	2	1	1	6	-11	3	2
KB-V1 MDR tox	-9%	?	1%	-4%	8%	-18%	-3%	-17%
SW480 rerep	0%	2%	-6%	.	5%	-1%	-5%	.
GLP1R ag	-3%	12%	-8%	-2%	8%	14%	5%	-2%
HT1080 IDH1KD tx	-1%	-4%	7%	1%	-4%	-12%	-7%	16%
DRD3 antagonist	-8	-10	10	5	5	-12	1	1
KB-3-1 tox	-9%	-22%	1%	0%	-22%	1%	0%	-3%

33	O=C(Nc1ccc(CN2CCCCC2)cc1)c1cccc(Br)c1
34	Cc1ccc(CN2C(=O)CCC2C(=O)NC(C)C)cc1 (stereo not drawn)
35	O=C(Cn1cncc1-c1ccc([N+](=O)[O-])cc1)Nc1ccccc1F
36	COCCCNc1nc2nonc2nc1N1CCN2CCCC2C1 (stereo not drawn)
37	Cc1c(OCC(=O)N2CCC[C@@H]2C(=O)O)ccc2c3c(c(=O)oc12)CCC3
38	COC(=O)Nc1sc2c(c1C(=O)NCc1ccco1)CCC2
39	CN(CC(=O)Nc1ccc(S(=O)(=O)N2CCCC2)cc1)Cc1cccc(Cl)c1Cl
40	CCCSc1ccc(C(=O)Nc2ccc(Cl)cc2)cn1
assay / entry	33	34	35	36	37	38	39	40
IL1B secr inh	-55*	4	49	-13	-14	7	22	-8
HT1080-NT tox	-18%	13%	-7%	6%	16%	-2%	-16%	-10%
DRD3 agonist	-7	0	-3	3	9	-24	6	2
KB-V1 MDR tox	?	10%	-1%	-12%	-9%	1%	18µM*	?
SW480 rerep	4%	-5%	?	-6%	12%	1%	.	25%
GLP1R ag	24%	5%	-11%	9%	2%	-1%	16%	-1%
HT1080 IDH1KD tx	-28%	7%	-23%	-2%	7%	-17%	-21%	-13%
DRD3 antagonist	2	-30	-13	6	0	22	17	-8
KB-3-1 tox	4%	0%	13%	22%	0%	6%	?	0%

41	O=C(CN(C(=O)CCC(=O)Nc1ccccn1)c1ccc(F)cc1)NCc1ccco1
42	OCC(O)C1OCOC(C(O)CO)C1O (stereo not drawn)
43	CC(=O)Nc1ccc(S(=O)(=O)NCc2csc(-c3cccnc3)n2)cc1
44	Cc1ccc(/C=N/N2CCN(c3ccc(Cl)cc3)CC2)o1
45	N#Cc1cc(-c2ccc(Cl)cc2)cnc1Sc1ccc(F)cc1
46	CCCCOC(=O)Oc1ccc2c(=O)c(Oc3cc(C)cc(C)c3)coc2c1
47	CN1CCN(Cc2nc3ccccc3c(=O)n2CC#N)CC1
assay / entry	41	42	43	44	45	46	47
IL1B secr inh	-18	-3	-1	-23	-1	31	9
HT1080-NT tox	24%	-4%	-2%	7%	14%	-1%	3%
DRD3 agonist	5	-11	-2	4	20	1	-3
KB-V1 MDR tox	-1%	.	10%	?	15%	-16%	17%
SW480 rerep	-13%	1%	1%	-5%	9%	-5%	?
GLP1R ag	9%	1%	1%	-7%	-8%	-8%	-4%
HT1080 IDH1KD tx	2%	-1%	-3%	9%[9.24 µM]	1%	11%	7%
DRD3 antagonist	-8	-2	-1	0	19	0	6
KB-3-1 tox	?	.	3%	-23%	1%	1%	-5%

Screening data (PubChem)
